DT40 TDP1 CPT: qHTS for Inhibitors of human tyrosyl-DNA phosphodiesterase 1 (TDP1): qHTS in cells in presence of CPT | chicken DT40 Tdp1-/-;hTDP1 cells + 20 nM CPT, ATP luminescence, 48 h | Potency, µM (series often up to 46.2 µM), for inactives: top-dose activity change, negative = growth inhibition, hits mostly inhibitors | 420,000 tested, 12% active; also: nearly all actives have a fitted effect of over 55% in size
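Chicken DT40 Tdp1-/- cells stably complemented with human TDP1 were seeded at 400 cells/well in medium containing 20 nM camptothecin, exposed to pin-transferred compounds, and grown at 37 °C for at least 48 hr. Viability was read as ATP luminescence.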
GCN5L2 inh: qHTS Assay for Inhibitors of GCN5L2. GCN5L2 HAT assay, ThioGlo1 CoA-SH fluorescence. Potency, µM (titrated, usually from 58.9 µM), for inactives: top-dose activity change, negative = inhibition, usual class: inhibitors. AID 504327, 2011. Histone acetyltransferase KAT2A (Homo sapiens), Q92830. 390,000 tested, 0.21% active
Target sequence (Q92830 whole entry, looked up): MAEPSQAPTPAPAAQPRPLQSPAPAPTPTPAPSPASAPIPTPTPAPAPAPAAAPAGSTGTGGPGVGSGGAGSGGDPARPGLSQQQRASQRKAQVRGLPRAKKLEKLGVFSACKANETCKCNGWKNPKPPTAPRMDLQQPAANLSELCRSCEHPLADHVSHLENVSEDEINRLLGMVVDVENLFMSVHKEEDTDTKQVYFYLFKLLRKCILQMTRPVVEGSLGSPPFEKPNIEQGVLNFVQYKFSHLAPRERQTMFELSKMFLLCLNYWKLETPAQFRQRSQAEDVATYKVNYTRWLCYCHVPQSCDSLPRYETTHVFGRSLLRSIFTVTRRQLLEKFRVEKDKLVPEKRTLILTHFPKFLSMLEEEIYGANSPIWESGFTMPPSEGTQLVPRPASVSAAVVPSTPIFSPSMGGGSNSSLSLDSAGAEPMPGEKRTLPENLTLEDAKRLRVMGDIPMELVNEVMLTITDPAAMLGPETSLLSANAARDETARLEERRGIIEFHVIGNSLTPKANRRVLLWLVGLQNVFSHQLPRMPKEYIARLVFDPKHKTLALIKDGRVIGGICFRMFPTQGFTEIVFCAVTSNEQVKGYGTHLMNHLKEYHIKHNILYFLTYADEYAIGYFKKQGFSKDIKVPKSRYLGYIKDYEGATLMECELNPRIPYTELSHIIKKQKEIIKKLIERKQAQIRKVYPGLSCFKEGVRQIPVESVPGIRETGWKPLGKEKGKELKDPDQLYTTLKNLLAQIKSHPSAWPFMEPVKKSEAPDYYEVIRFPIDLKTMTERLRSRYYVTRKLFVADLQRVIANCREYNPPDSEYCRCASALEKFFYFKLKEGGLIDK
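Preincubate 20nM GCN5L2 with compound 15 min, RT → add 50uM ThioGlo1 + 75uM H3(1-25) + 70uM acetyl-CoA → read fluorescence 0 and 20 min. Primary qHTS; fluorescent artifacts likely.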
DT40 TDP1 no CPT: qHTS for Inhibitors of human tyrosyl-DNA phosphodiesterase 1 (TDP1): qHTS in cells in absence of CPT; Potency, µM (titrated, usually from 46.2 µM), inactives show at the highest dose activity change, negative = growth inhibition, hits mostly inhibitors; DT40 Tdp1-/- hTDP1 cells, no CPT, ATP luminescence, 48 h; AID 686978, 2013; 420,000 tested, 15% active; also: nearly all actives have a fitted effect of over 55% in size
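Growth of hTDP1-complemented DT40 Tdp1-knockout cells is measured by ATP luminescence after at least 48 hr compound exposure at 37 °C, with DMSO substituting for the 20 nM CPT used in the parallel screen.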
The depositor's hits bear a star; ? = inconclusive; nt = no result given; & = joins results of further samples; [ ] = dose if it differs, or a comment. Calls follow the shape of the dose curve; as a rule, active = well fitted curve in the direction sought with a large enough effect; inconclusive = small, poorly fitted or top-dose-only effect, or another doubt; inactive = no such curve, though single readings can be large; an effect the other way counts as inactive or inconclusive. % is scaled to controls: 0 for no effect and ±100 for the full control effect; potency is read from the fitted curve at half-maximal effect. An excerpt; count on the stated rates, not on these rows.

canonical_smiles	DT40 TDP1 CPT	GCN5L2 inh	DT40 TDP1 no CPT
CCOC(=O)N1CCN(c2cc(NCCC(=O)O)c3c4c(onc24)-c2ccccc2C3=O)CC1	?	?	?
Cc1ccccc1OCCCN1C(=O)C(=O)c2cccc(C)c21	2.6µM*	-16%	1.8µM*
CCOC(=O)c1c(NC(=O)c2cccs2)sc2c1CCC2	-5%	4%	0%
CCOC(=O)C1CCN(C(=O)Nc2ccc3snnc3c2)CC1	-11%	-2%	-25%
Cc1nc2sccn2c(=O)c1S(=O)(=O)N1CCN(c2ccc(F)cc2)CC1	-3%&-26%	-5%&0%	-7%&-29%
COc1ccc(C(=O)NC(=S)Nc2ccc3oc(=O)ccc3c2)cc1[N+](=O)[O-]	?	?	?
COc1ccc(C)cc1NC(=O)CCCNC(=O)Cn1cnc2sc(C)c(C)c2c1=O	21%	-1%	-9%
Cc1ccccc1C(=O)NC(=S)Nc1ccccc1C(F)(F)F	-27%	3%	?
O=C(CCc1nnc2ccc(NCc3ccco3)nn12)N1CCN(c2ccccc2F)CC1	?	?	-26%
CCN(CCCNC(=O)Cn1ncc2c([nH]c3ccc(C)cc32)c1=O)c1ccccc1	-1%&-4%	-3%&28%	4%&-2%
Fc1cccc(CO/N=C/c2c(-c3ccccc3)nc3ccc(Cl)cn23)c1	-6%	2%	?
O=C(CCNS(=O)(=O)c1ccc(Br)cc1)NCC(c1cccs1)N1CCOCC1 (centres undefined)	-29%	nt	-26%
COc1cccc(Nc2nc(-c3sc(NC(=O)c4ccccc4)nc3C)cs2)c1	18µM*	3%	21µM*
CN(c1ccccc1)c1ncnc2c1cnn2C	-14%	-5%	?
O=C(c1ccc2c(c1)N(Cc1ccccc1F)C(=O)c1ccccc1S2(=O)=O)N1CCCC1	?	2%&-11%	23µM*
COc1ccc(C(=O)NC(=S)Nc2ccc3c(c2)Cc2ccccc2-3)cc1	-27%	-4%	?
COC(=O)C[C@@H]1CC[C@H](NC(=O)Nc2cccc(F)c2)[C@@H](CO)O1	4%	nt	6%
NC(CSC(c1ccccc1)(c1ccccc1)c1cccc2ccccc12)C(=O)O (centres undefined)	?	nt	?
COc1cc(=O)[nH]c(SCc2c(F)c(F)c(F)c(F)c2F)n1	-10%	-4%	-9%
C(=Cc1cccnc1)c1ccncc1	-29%	nt	?

Further results
canonical_smiles	DT40 TDP1 CPT	GCN5L2 inh	DT40 TDP1 no CPT
Cc1cccc(NC(=O)CCCCC(=O)Nc2cccc(C)c2)c1	17%	nt	-13%
COc1ccc(NC(=S)N(CCCN2CCOCC2)Cc2cn(C)c3ccccc23)cc1OC	-29%	-2%	?
COc1ccccc1CNC(=O)c1ccccc1NS(C)(=O)=O	5%	-6%	3%
Cc1cccc(C)c1NC(=O)C(c1ccccc1)n1c(=O)c(-c2ccccc2)nc2ccccc21 (centres undefined)	?	nt	16µM*
O=C(Nc1ccc(Cl)c(Cl)c1)N1CCSC1c1ccco1 (centres undefined)	?	-7%	?
Cc1nc2cc(NCc3nc4ccccc4n3Cc3ccccc3)ccc2n1C	23µM*	-8%	?
CC1(C)C(C(N)=O)C(=O)NC(=O)C1C(N)=O (centres undefined)	?	nt	?
CC1CCCC(C)N1C(=O)COC(=O)CNC(=O)c1ccc(Cl)cc1Cl (centres undefined)	3%	0%	-14%
O=C(NCc1ccc(F)cc1)C1CCCN1C(=O)NCc1ccccc1 (centres undefined)	-4%	-4%	-16%
O=C(CCNS(=O)(=O)c1ccc(Br)s1)NCc1ccc2c(c1)OCO2	6%	-10%	-14%
COc1ccc(-c2noc(CN(C(=O)COc3cc(C)c(Br)c(C)c3)C(C)C)n2)cc1	18µM*	-11%	23µM*
Cc1cc(OCC(=O)OCC(=O)N(C)Cc2ccccc2C)ccc1Cl	-9%	-4%	13%
CCCC(=O)Nc1nnc(/C=C/c2ccccc2)s1	-16%	?	9%
CCC[C@H]1CC(=O)C=C(c2ccsc2)ON1C(=O)OC(C)(C)C	?	nt	?
Cc1cc2nc3ccc(=[N+](C)C)cc-3sc2cc1N	1.2µM*	-12%	0.41µM*
O=P(O)(O)OCC(O)CO (centres undefined)	-10%	nt	0%
O=C(NCc1cccc(Cl)c1)c1cccc(S(=O)(=O)N2CCCCC2)c1	?	-7%	10%
C/C(=N/NC(=O)c1ccc(-c2ccccc2)cc1)c1cc(O)cc(O)c1	21µM*	-4%	16µM*
Cc1ccc(N=C2N=C(N)c3ccccc32)c(C)c1	-24%	1%	-21%
C#CCOc1c(Br)cc(/C=C2/C(=O)ON=C2C)cc1OC	?	-8%	?

Next compounds follow.
canonical_smiles	DT40 TDP1 CPT	GCN5L2 inh	DT40 TDP1 no CPT
CC(Sc1nnc(C(C)Oc2ccccc2F)o1)C(=O)NCc1ccc2c(c1)OCO2 (centres undefined)	-16%	-5%	-10%
Cc1ccc(NCC(O)C(O)C(O)CO)c(N=Nc2ccccc2)c1C (centres undefined)	1%	13%	-13%
COc1cc(OC)cc(-c2nc3nc(C)c(CCC(=O)Nc4ccc(F)cc4F)c(C)n3n2)c1	?	-5%	13µM*
O=C(Cn1cc(S(=O)(=O)c2ccccc2)c(=O)c2cc3c(cc21)OCO3)Nc1ccccc1	-10%	-4%	-13%
COc1ccc(OC)c(CCNC(=O)CS(=O)(=O)Cc2nc(-c3ccc(C)cc3)oc2C)c1	?	-5%	?
O=C(Nc1ccccc1)N(C1=NCCC1)c1ccccc1	-15%	-5%	-19%
O=C(NC1CC(=O)N(c2cccc(F)c2)C1)C1CCCCC1 (centres undefined)	-9%	1%	-26%
CCN(NC(=O)C(O)(c1ccc(F)cc1)c1ccc(F)cc1)C(=O)c1ccccc1	30%[activator]	-5%	-18%
CCOC(=O)N1CCN(C(=O)c2ccccc2N(Cc2ccccc2)S(=O)(=O)c2ccccc2)CC1	21µM*	0%	21µM*
COc1nc(NS(=O)(=O)c2ccc(C)cc2)nc(C)c1Cl	-2%	-1%	-20%
COC(=O)c1ccc(N2CCN(S(=O)(=O)c3ccc(Br)cc3)CC2)c([N+](=O)[O-])c1	?	-2%	?
O=C(CN(C(=O)CCNC(=O)c1ccco1)c1ccccc1)NC1CCCC1	?	3%	-15%
COc1ccc(Cl)cc1NC(=O)CSc1nnc(Cn2c(=O)sc3ccccc32)n1C	?	-2%	?
O=C(Cn1c(=O)n(-c2ccccc2)c(=O)c2ccc(C(=O)NCc3ccc4c(c3)OCO4)cc21)Nc1ccc(Br)cc1	?	-1%	?
C(=C\c1ccccc1)/C=N/n1cnnc1	-5%	-8%	?
O=C(NCCO)c1ccc(CSc2nc3ccccc3[nH]2)cc1	-25%	-3%	?
CCNC(=O)CC(=O)Nc1ccccc1C(=O)O	-15%	0%	-1%
COC(=O)c1cc(Br)c(=O)n(Cc2ccc3c(c2)OCO3)c1	-2%	-3%	?
COC(=O)c1ccc(COc2ccc(-c3nnn(CC(N)=O)n3)cc2)cc1	4%	-6%	-26%
Cc1cc(C)c(C#N)c(SCC(=O)Nc2ccccc2)n1	25%	-7%	-16%

(list continues)
canonical_smiles	DT40 TDP1 CPT	GCN5L2 inh	DT40 TDP1 no CPT
CCCCN(C(=O)c1ccc(C)c(S(=O)(=O)N2CCOCC2)c1)c1c(N)n(CC(C)C)c(=O)[nH]c1=O	2%	5%	3%
COc1ccc(S(=O)(=O)NC(C)C(=O)NCC2CCCO2)cc1OC (centres undefined)	-3%	-3%	-23%
O=C(CSc1ncn(-c2ccccc2)n1)Nc1nccs1	-22%	-6%	16%
Cc1ccc(CN2CCc3nc(Nc4ccc5c(c4)OCCO5)ncc3C2)cc1	?	-6%	21µM*
O=C(OCc1ccccc1)N1CCC2CC1c1cc(NCCc3ccccc3)ccc12 (centres undefined)	?	nt	?
CCCn1c(SCC(=O)Nc2ccccc2Cl)n[nH]c1=O	11%	-14%	0%
CCOC(=O)c1sc(NC(=O)COC(=O)C(CCSC)NC(C)=O)nc1C (centres undefined)	-8%	2%	-26%
Cc1cccc(-c2nsc(SCC(=O)Nc3cc(C)on3)n2)c1	-5%	-1%	-9%
COc1ccc(CNC(=O)C2CCC(=O)N2C(C)C)c(OC)c1 (centres undefined)	-3%	-1%	-2%
C/C(=N\Nc1nc(N)cc(Cl)n1)c1cccc(N)c1	?	-3%	?
COc1ccc(S(=O)(=O)NCCc2csc(-c3ccc(F)cc3)n2)cc1F	23µM*	-8%	26µM*
Cc1ccc(C(=O)OCC(=O)N2CCOCC2)c(C)c1	-3%	-17%	-7%
CCOc1ccc(C)cc1S(=O)(=O)N1CCCCC1	?	-1%	?
Cc1cc(C)c2c(-n3cccc3)c(C(=O)NNS(=O)(=O)c3ccc(Br)cc3)sc2n1	2%	?	-16%
C#CCn1c(=NC(=O)CN2C(=O)CCC2=O)sc2cccc(OC)c21	-3%	-6%	?
CN1CCN(CCCOc2ccc(-c3ccccc3)cc2)CC1	?	-13%	16µM*
CCOC(=O)C1C(=O)NC(SCC(=O)Nc2nccs2)=C(C#N)C1c1ccccc1OCC (centres undefined)	?	-27%	13µM*
CCOc1ccccc1NC(=O)C1CCCN(S(=O)(=O)c2ccc(OC)c(C)c2)C1 (centres undefined)	?	-9%	16µM*
COc1ccccc1OCc1cc(-c2ccccc2)no1	-23%	-8%	-3%
O=C(NCc1ccc(F)cc1)c1cc(C2CCCCN2C(=O)CCc2ccccc2)on1 (centres undefined)	-19%	nt	-27%

The list goes on.
canonical_smiles	DT40 TDP1 CPT	GCN5L2 inh	DT40 TDP1 no CPT
CCc1ccc(OCCNC(=O)c2cc(SC)ccc2Cl)cc1	?	29%	?
O=C(NNC(=O)C12CC3CC(CC(C3)C1)C2)c1cccc(O)c1	2%	-4%	?
CC1=CC(C)(C)n2c(O)c(N=NC(N)=S)c3c(C)ccc1c32	-1%	-4%	-5%
C=CCNc1nc(Cl)nc(Nc2ccc(OC)cc2OC)n1	?	-1%	?
Cc1ccc(Sc2ccc(N)cc2C#N)cc1	-19%	nt	-17%
Cc1c(Cl)cccc1NC(=O)c1ccc2snnc2c1	-1%	-1%	-28%
Cc1ccc2c(N)[nH]nc2n1	15%	-6%	9%
Cc1cccc(NS(=O)(=O)c2cccc([N+](=O)[O-])c2)n1	-11%	-1%	0%
CCc1cccc(C)c1NC(=O)Cc1ccsc1	-4%	-11%	-12%
CCc1ccc(-n2c(C)cc(/C=N/NC(=O)c3ccncc3)c2C)cc1	13µM*	-12%	?
Cc1ccc(OCC(=O)NCC2(N3CCN(C)CC3)CCCCC2)cc1	?	-14%	?
CCCCNC(=O)/C(C#N)=C/c1ccc(F)cc1F	?	-9%	?
COc1ccc(CCNC(=O)C2COc3ccccc3C2)cc1OC (centres undefined)	-7%	3%	-15%
CCCNC(=O)C1CCN(c2cc(C)nc3c(-c4ccc(OC)c(OC)c4)c(C)nn23)CC1	?	-2%	?
CCC(C)(C)NC(=O)CN(C(=O)c1snc(C(N)=O)c1N)c1ccc2c(c1)OCCO2	-25%	-9%	?
CCOc1cccc(C(=O)NC(=S)Nc2ccccc2)c1	?	-5%	?
CCOC(=O)C1C(=O)C(=O)N(C2CCCCC2)C1C(=O)OCC (centres undefined)	26%	nt	-1%
CCOC(=O)Cc1c(C)c2c(C)[nH]nc2oc1=O	-1%	-5%	-10%
COc1cc(C(=O)Nc2ccccc2-c2nc(-c3ccccc3)no2)cc(OC)c1OC	-20%	-17%	-26%
CN(C)c1nnnn1-c1ccccc1Oc1ncc(C(F)(F)F)cc1Cl	15%	-2%	-17%
COC(=O)c1ccc2nc(-c3ccc(F)cc3)c(Cc3ccccc3OC)n2c1	21µM*	nt	18µM*

Entries from the list above containing an NH in an aromatic ring, in the order listed:
canonical_smiles	DT40 TDP1 CPT	GCN5L2 inh	DT40 TDP1 no CPT
CCN(CCCNC(=O)Cn1ncc2c([nH]c3ccc(C)cc32)c1=O)c1ccccc1	-1%&-4%	-3%&28%	4%&-2%
COc1cc(=O)[nH]c(SCc2c(F)c(F)c(F)c(F)c2F)n1	-10%	-4%	-9%
O=C(NCCO)c1ccc(CSc2nc3ccccc3[nH]2)cc1	-25%	-3%	?
CCCCN(C(=O)c1ccc(C)c(S(=O)(=O)N2CCOCC2)c1)c1c(N)n(CC(C)C)c(=O)[nH]c1=O	2%	5%	3%
CCCn1c(SCC(=O)Nc2ccccc2Cl)n[nH]c1=O	11%	-14%	0%
Cc1ccc2c(N)[nH]nc2n1	15%	-6%	9%
CCOC(=O)Cc1c(C)c2c(C)[nH]nc2oc1=O	-1%	-5%	-10%

From PubChem
